# High-throughput results as filed in PubChem BioAssay.
# APJ agonist – agonists of human apelin receptor APJ, primary screen, CHO-K1 cells, PathHunter beta-arrestin, luminescence | P35414 | 0% DMSO wells, 100% apelin | activation, % at 20 µM | 0.11% of 330,000 active | AID 2520, 2010;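 active means activation more than six SD over the plate average, tested at 20 µM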;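 further: 0% = DMSO alone and 100% = apelin-13 at 10 nM; some results filed as inactive read as strong as hits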
# Target sequence (P35414 whole entry, looked up): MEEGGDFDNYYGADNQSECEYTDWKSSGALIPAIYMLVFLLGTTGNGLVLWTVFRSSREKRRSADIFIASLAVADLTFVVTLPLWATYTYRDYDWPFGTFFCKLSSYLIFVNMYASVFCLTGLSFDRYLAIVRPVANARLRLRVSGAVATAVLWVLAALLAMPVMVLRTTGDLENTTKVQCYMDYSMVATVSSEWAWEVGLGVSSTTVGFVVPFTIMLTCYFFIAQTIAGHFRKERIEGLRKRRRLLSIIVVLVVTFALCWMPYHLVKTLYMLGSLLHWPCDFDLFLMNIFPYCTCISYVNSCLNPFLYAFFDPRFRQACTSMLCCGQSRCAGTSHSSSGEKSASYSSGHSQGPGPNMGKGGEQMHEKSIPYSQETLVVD
#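 Test system: CHO-K1 APJ beta-arrestin complementation cell line | Compound: Single test compound dose, 20 µM final, 1% DMSO | Incubation: Compound 90 min 25 °C, reagent 1 h | Measured by: beta-gal luminescence | Read-out basis: APJ–arrestin association signal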
# XBP1 UPR activ – activators of adaptive XBP1 UPR arm, primary screen, cell-based, CHO-XBP1 luciferase reporter, luminescence, uHTS. IRE1-XBP1 UPR activation; percent of tunicamycin response, DMSO as zero. activation, % at 20 µM. AID 463104, 2010. 0.33% of 330,000 active;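 active means versus positive control, 20 µM dose yields 30% or more activation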;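 further: 100% = tunicamycin at 10 µg/mL and 0% = DMSO only wells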
#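 Material: CHO cell line with stable XBP1 luciferase reporter; schedule: 16-18 h cell attachment at 37 °C, then 6 h compound exposure; signal: glow luminescence from Steady-Glo reagent; medium: serum-containing F12 medium, 10% FBS; benchmarks: tunicamycin 10 µg/mL and vehicle-only wells; read-out: percent activation relative to tunicamycin reference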
# tim10-1 inh – growth inhibitors of tim10-1 mutant yeast, primary screen, luminescence, uHTS. S. cerevisiae tim10-1 ts strain growth, BacTiter-Glo, 24 h. inhibition, % at 20 µM. 2.2% of 330,000 active. AID 463190, 2010;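 active means inhibition of at least 40%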;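 further: mutant grown at 25 °C; 0% = DMSO wells with yeast and 100% = wells holding no yeast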
# TIM10 inh – growth inhibitors of isogenic TIM10 control yeast, primary screen, counter-screen for tim10-1 yeast inhibitor project, luminescence, uHTS; inhibition, % at 10 µM; 1.4% of 330,000 active; AID 463195, 2010; S. cerevisiae TIM10 strain growth, BacTiter-Glo luminescence, 24 h;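 active means inhibition of 40% or more at the single tested concentration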;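 further: wild-type TIM10 isogenic control strain grown at permissive 25 °C; 0% = DMSO yeast wells and 100% = minimal medium wells without yeast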
# CXCR6 inh – CXCR6 receptor inhibitors, primary screen, cell-based, beta-arrestin, luminescence, CHO-K1 PathHunter, 1536-well. C-X-C chemokine receptor type 6 (Homo sapiens), O00574. inhibition, % at 20 µM. 0.36% of 360,000 active. AID 602244, 2012; in the data active means inhibition above about 34%, passing the limit was not always enough;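 further: antagonist mode with CXCL16 agonist at 10 nM final; 0% = 10 nM CXCL16 with DMSO and 100% = unstimulated wells without agonist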
# Target sequence (O00574 whole entry, looked up): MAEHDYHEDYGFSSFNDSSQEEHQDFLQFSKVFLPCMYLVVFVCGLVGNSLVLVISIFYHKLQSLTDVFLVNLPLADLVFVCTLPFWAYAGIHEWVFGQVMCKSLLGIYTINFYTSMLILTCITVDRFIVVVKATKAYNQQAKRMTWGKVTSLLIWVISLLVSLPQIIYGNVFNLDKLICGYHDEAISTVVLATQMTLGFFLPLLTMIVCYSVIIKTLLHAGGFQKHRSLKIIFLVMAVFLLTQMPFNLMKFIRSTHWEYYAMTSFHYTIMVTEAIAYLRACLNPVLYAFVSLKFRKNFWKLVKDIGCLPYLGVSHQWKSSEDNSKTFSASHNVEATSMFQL
# Mdm2-MdmX inh – inhibitors of human Mdm2-MdmX association, primary screen, cell-based, luminescence, split luciferase, SaOS-2, uHTS | Protein Mdm4 (Homo sapiens) + E3 ubiquitin-protein ligase Mdm2 (Homo sapiens), … | SaOS-2 split-luciferase Mdm2/MdmX complementation | inhibition, % at 8 µM | 3% of 330,000 active | AID 485346, 2010;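 active means inhibition of at least 50% at 8 µM in the primary screen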
# tim23-1 inh – growth inhibitors of tim23-1 mutant yeast, primary screen, luminescence, uHTS. S. cerevisiae tim23-1 growth, BacTiter-Glo luminescence, 24 h. inhibition, % at 20 µM. 1.3% of 330,000 active;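 active means growth inhibition of the mutant yeast at or above 50%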;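 further: temperature-sensitive mutant grown at 25 °C; plate controls were DMSO-treated mutant yeast for no effect and medium wells lacking yeast for full effect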
# APJ antag – antagonists of human apelin receptor APJ, primary screen, CHO-K1 cells, beta-arrestin complementation, luminescence; 0.32% of 330,000 active; P35414; inhibition, % at 20 µM;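 active means inhibition above about 40% at 20 µM, limit read from the data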;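 further: cells challenged with 10 nM apelin-13 agonist together with compound; plate controls were apelin-13 plus DMSO wells for no effect and DMSO wells lacking apelin-13 for full effect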
# CHOP UPR activ – activators of apoptotic CHOP UPR arm, primary screen, cell-based, CHO-CHOP luciferase reporter, luminescence, uHTS; activation, % at 10 µM; AID 449763, 2010; UPR activation; percent of tunicamycin response over DMSO baseline; 0.34% of 330,000 active;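 active means at 10 µM dose, activation of 40% or more, normalized to positive control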;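 further: 100% = tunicamycin at 10 µg/mL and 0% = DMSO alone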
#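 Dosing – one dose, 10 µM in 0.5% DMSO · System – CHO-CHOP cells, stable luciferase reporter of PERK-eIF2a-CHOP signalling · Input – 500 cells/well · Control set – tunicamycin 10 µg/mL final as positive, DMSO-only wells as negative · Timing – 6 h compound treatment, 37 °C · Measure – % activation vs tunicamycin · Technique – luminescence read with Steady-Glo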
# * = called active by the depositor.
[1] COc1ccc(-n2c3c(cc(C#N)c2=O)C(=O)CCC3)cc1
[2] COc1ccc(C)cc1S(=O)(=O)N(C)CC(=O)NC1CCCCC1
[3] Cc1cccc2[nH]c(-c3ccc(NC(=O)c4ccco4)cc3)nc12
[4] C/C(=N\N1CCN(c2ccc(Cl)cc2)CC1)c1cccs1
[5] CCOC(=O)C1(Cc2cccc(Cl)c2)CCCN(C(=O)CCOC)C1 (stereo unspecified)
[6] S=C1NCCOCCOCCOCCNC(=S)NCCOCCOCCOCCN1
[7] CCOC(=O)[C@@H]1[C@H]2COc3ccc(Br)cc3[C@@H]2N2C(=O)N(c3ccc(F)cc3)C(=O)[C@]12C
[8] O=C(CN1CCN(c2ccccc2O)CC1)Nc1ccc2c(c1)CCC2
[9] CC(=O)c1cnc2cc(-c3ccc(C)cc3)nn2c1C
[10] Clc1ccccc1C(c1nnnn1Cc1ccco1)N1CCN(Cc2ccco2)CC1 (stereo unspecified)

Assay by compound	1	2	3	4	5	6	7	8	9	10
APJ agonist	-8	-1	6	-1	1	-4	5	-1	0	-2
XBP1 UPR activ	-4	2	1	0	-1	1	2	4	-1	-3
tim10-1 inh	-1	21	-8	9	23	12	37	31	35	19
TIM10 inh	-2	10	20	-17	7	-3	8	8	24	17
CXCR6 inh	0	-4	-11	9	3	1	2	-35	0	1
Mdm2-MdmX inh	1	15	-127	5	4	15	8	1	-128	-14
tim23-1 inh	17	28	14	-16	17	-2	43	28	46	15
APJ antag	-9	-19	-14	8	-7	9	10	-3	2	1
CHOP UPR activ	1.0	-1.7	6.6	1.4	-0.1	1.7	-1.0	0.4	3.3	0.5

# Next section, starting with the last 4 of the part before.
[7] CCOC(=O)[C@@H]1[C@H]2COc3ccc(Br)cc3[C@@H]2N2C(=O)N(c3ccc(F)cc3)C(=O)[C@]12C
[8] O=C(CN1CCN(c2ccccc2O)CC1)Nc1ccc2c(c1)CCC2
[9] CC(=O)c1cnc2cc(-c3ccc(C)cc3)nn2c1C
[10] Clc1ccccc1C(c1nnnn1Cc1ccco1)N1CCN(Cc2ccco2)CC1 (stereo unspecified)
[11] Cc1ccc(CN2CCN(/N=C/c3cc([N+](=O)[O-])ccc3Cl)CC2)cc1
[12] Brc1ccc(-c2noc3c2-c2nc(-c4ccccc4)sc2CC3)cc1
[13] CCN(CCn1cccn1)C(=O)CC1C(=O)NCCN1Cc1cc(OC)cc(OC)c1 (stereo unspecified)
[14] O=C(c1ccccn1)N(c1ccccc1)C1(C(=O)NC2CCCCC2)CCCCC1
[15] CCOC(=O)c1ccc(S(=O)(=O)Nc2ccc3cn[nH]c3c2)cc1
[16] COc1ccc(CCNC(=O)CCC2COc3ccccc3O2)cc1OC (stereo unspecified)
[17] CCc1n[nH]c2c1/C(=N\O)CC(C)(C)C2
[18] Cn1c(CNC(=O)c2ccc(Cl)c(Cl)c2)nnc1SCC(=O)Nc1sc2c(c1C#N)CCCC2
[19] Cc1ccc(S(=O)(=O)N2CCN(CC(=O)NCC3(N4CCOCC4)CCCCC3)CC2)cc1
[20] CN(C)c1ccc(NC(=O)c2ccc(N3CCOCC3)nc2)cc1

Assay by compound	7	8	9	10	11	12	13	14	15	16	17	18	19	20
APJ agonist	5	-1	0	-2	-1	-4	-4	-3	6	-4	5	-3	3	16
XBP1 UPR activ	2	4	-1	-3	-3	-1	-4	-1	-1	-1	1	-1	-3	-2
tim10-1 inh	37	31	35	19	18	5	15	12	8	17	14	10	-13	0
TIM10 inh	8	8	24	17	-5	13	2	17	8	-4	1	-10	6	4
CXCR6 inh	2	-35	0	1	0	0	-5	0	0	-4	-1	3	-17	6
Mdm2-MdmX inh	8	1	-128	-14	5	16	4	12	6	3	1	18	15	-12
tim23-1 inh	43	28	46	15	19	11	0	30	8	-13	15	-25	4	10
APJ antag	10	-3	2	1	-1	-38	11	19	1	4	12	9	14	-17
CHOP UPR activ	-1.0	0.4	3.3	0.5	-0.6	-0.2	-1.4	-1.7	0.1	-0.5	-1.4	-1.8	1.3	11

[21] CCOC(=O)c1c(N)sc(C(C)=O)c1C
[22] COc1ccc(-n2ncc3c(N4CCCCC4)ncnc32)cc1
[23] COC(=O)c1sc(-c2ccccc2)cc1NC(=O)c1ccccc1
[24] C/C(=N/OC(=O)c1ccc(C)cc1)c1cccs1
[25] O=c1[nH]n2c(=O)c3c([nH]c2c1N=Nc1cccc(Cl)c1)CCCC3
[26] CCCC(=O)Nc1nc2c(C)c(Cl)ccc2s1
[27] CCOC(=O)c1c(C)[nH]c(C(=O)COC(=O)c2ccccc2NC(=O)c2ccco2)c1C
[28] CC(=O)N1CCc2c(sc(NC(=O)Cc3ccccc3)c2C(N)=O)C1
[29] NC(=O)c1cnn2c(C(F)(F)F)cc(-c3ccccc3)nc12
[30] C/C(=N\NC(=O)c1ccc(CSc2cccc3cccnc23)cc1)C1CCCCC1

Assay by compound	21	22	23	24	25	26	27	28	29	30
APJ agonist	6	3	-3	0	-6	-4	-5	-1	-3	3
XBP1 UPR activ	1	-9	-4	-5	-3	-1	9	-1	10	2
tim10-1 inh	-8	36	3	4	24	1	-3	0	20	-94
TIM10 inh	4	9	7	27	5	-8	8	7	3	-35
CXCR6 inh	-9	-1	6	-7	17	-14	-6	0	0	-11
Mdm2-MdmX inh	-13	87*	22	40	16	-7	63*	5	10	-27
tim23-1 inh	22	26	-7	19	24	8	0	-3	26	-26
APJ antag	19	-100	8	2	8	7	-13	-67	0	-28
CHOP UPR activ	0.6	-11	2.2	-4.0	-1.4	3.3	-3.0	1.4	-0.5	2.6

[31] Cc1ccccc1C(OCCN(C(C)C)C(C)C)c1ccccc1 (stereo unspecified)
[32] COCCn1c(CN(C)Cc2ccccc2)nc2c1c(=O)n(C)c(=O)n2C
[33] CC(=O)c1cccc(CN2CCCC(CCC(=O)NCc3ccc(F)c(F)c3)C2)c1 (stereo unspecified)
[34] COc1ccc(C2C(C(C)=O)=C(O)C(=O)N2c2ccc(F)cc2)cc1 (stereo unspecified)
[35] Cc1ccc(S(=O)(=O)N2CC(O)C[C@H]2C(=O)OCC(=O)Nc2ccc(N3CCCCC3)cc2)cc1C (stereo partly specified)
[36] COc1cc(Cn2ccnc2)c(OC)cc1Cn1ccnc1
[37] CCOC(=O)CSc1nc(C)c2ccccc2n1
[38] O=C1/C(=C/c2cccc(Br)c2)SC(=S)N1/N=C/c1cc([N+](=O)[O-])ccc1O
[39] CC1CCN(C(=O)COC(=O)c2cc3ccccc3oc2=O)CC1
[40] COCCNC(=S)Nc1ccc([N+](=O)[O-])cc1C

Assay by compound	31	32	33	34	35	36	37	38	39	40
APJ agonist	-3	-3	-2	-1	-1	-4	0	-6	-2	-3
XBP1 UPR activ	0	-4	0	1	2	-1	-1	3	-1	-3
tim10-1 inh	6	8	6	11	6	-3	14	13	4	-3
TIM10 inh	3	-2	8	-9	-2	-25	-8	18	-5	3
CXCR6 inh	9	8	2	-2	6	2	5	3	-1	-7
Mdm2-MdmX inh	-1	-14	5	1	8	6	-17	1	-6	-14
tim23-1 inh	5	15	-3	9	5	-32	-7	82*	11	8
APJ antag	25	-7	13	14	-21	-2	16	-31	12	0
CHOP UPR activ	0.9	1.8	-0.3	-0.4	-0.5	0.2	1.0	0.6	1.3	-1.4

[41] COC(=O)c1c(NC(C)=O)sc(C(=O)N2CCOCC2)c1C
[42] COc1ccccc1NS(=O)(=O)c1ccc2oc(SC(C)C(=O)N3CCNC3=O)nc2c1 (stereo unspecified)
[43] O=C(NC(=S)Nc1nc2ccccc2s1)c1ccco1
[44] COc1ccc(C(=O)c2ccc(Cl)cc2Cl)cc1
[45] COc1ccc(CC(=O)NNC(=O)c2cccnc2)cc1OC
[46] Cn1c(CSCc2ccc(F)cc2)nnc1SCC(=O)Nc1cccc(C(=O)O)c1
[47] CC(=O)Nc1ccc(NC(=O)C(C)N2CCN(S(=O)(=O)c3ccc(C)cc3)CC2)cc1 (stereo unspecified)
[48] COc1cccc(-c2ccc(C#N)c(SCC(=O)NCCc3cccc(Cl)c3)n2)c1
[49] CCOC(=O)c1oc2ccccc2c1NC(=O)C1CCCCC1
[50] CCOc1ccc(NC(=O)CC2C(=O)N(CC)C(=S)N2CCN2CCOCC2)cc1 (stereo unspecified)

Assay by compound	41	42	43	44	45	46	47	48	49	50
APJ agonist	-4	-1	-3	5	-3	-3	-4	0	-3	-3
XBP1 UPR activ	2	-4	0	1	-1	2	-3	9	-3	0
tim10-1 inh	4	1	1	6	0	-1	10	20	28	24
TIM10 inh	-1	-1	-15	-18	-4	-12	-8	21	-11	-16
CXCR6 inh	-3	-14	19	-1	1	10	-1	6	-4	-9
Mdm2-MdmX inh	-13	19	-119	3	5	1	-2	55*	13	9
tim23-1 inh	-8	-2	-15	14	5	3	9	14	-12	3
APJ antag	17	-12	31	-19	7	11	-8	-18	26	46*
CHOP UPR activ	-0.7	-0.5	7.2	-2.2	-1.0	0.6	-0.1	5.0	0.8	0.4

# The last 2 records of the part before open the next one:
[49] CCOC(=O)c1oc2ccccc2c1NC(=O)C1CCCCC1
[50] CCOc1ccc(NC(=O)CC2C(=O)N(CC)C(=S)N2CCN2CCOCC2)cc1 (stereo unspecified)
[51] CSc1ccc(/C=N/N2CCN(Cc3ccccc3Cl)CC2)cc1
[52] COc1ccc2[nH]c(=O)c(CN(Cc3cccnc3)C(=O)Nc3ccccc3)cc2c1
[53] O=C1C(=O)N(CCN2CCOCC2)C(c2ccncc2)/C1=C(/O)c1ccc2c(c1)OCO2 (stereo unspecified)
[54] O=C(CCNC(=O)C1CCN(S(=O)(=O)c2ccc(F)cc2)CC1)Nc1ccccc1
[55] O=C(COC(=O)c1cccc(S(=O)(=O)N2CCCC2)c1)NCc1ccccc1

Assay by compound	49	50	51	52	53	54	55
APJ agonist	-3	-3	-2	-1	-2	0	-2
XBP1 UPR activ	-3	0	6	-4	1	-5	-2
tim10-1 inh	28	24	5	-50	4	9	15
TIM10 inh	-11	-16	-5	-47	12	0	-15
CXCR6 inh	-4	-9	6	2	-3	-6	1
Mdm2-MdmX inh	13	9	-1	1	-23	-11	-10
tim23-1 inh	-12	3	26	-370	20	4	10
APJ antag	26	46*	3	-19	0	14	-4
CHOP UPR activ	0.8	0.4	1.7	0.2	-2.8	1.1	1.8

# This is a subset; the hit share may differ from the screen's.
